Rv3671c inh = Rv3671c (M. tuberculosis) protease inhibition; P9WHR9; inhibition, % at 5.96 µM; actives 0.048% (n = 320,000); in the data active = inhibition above about 38%;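 note: extracellular domain of Rv3671c used as enzyme; 0% = enzyme with DMSO and 100% = no enzyme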
Target sequence (P9WHR9 whole entry, looked up, the tested form may be a part): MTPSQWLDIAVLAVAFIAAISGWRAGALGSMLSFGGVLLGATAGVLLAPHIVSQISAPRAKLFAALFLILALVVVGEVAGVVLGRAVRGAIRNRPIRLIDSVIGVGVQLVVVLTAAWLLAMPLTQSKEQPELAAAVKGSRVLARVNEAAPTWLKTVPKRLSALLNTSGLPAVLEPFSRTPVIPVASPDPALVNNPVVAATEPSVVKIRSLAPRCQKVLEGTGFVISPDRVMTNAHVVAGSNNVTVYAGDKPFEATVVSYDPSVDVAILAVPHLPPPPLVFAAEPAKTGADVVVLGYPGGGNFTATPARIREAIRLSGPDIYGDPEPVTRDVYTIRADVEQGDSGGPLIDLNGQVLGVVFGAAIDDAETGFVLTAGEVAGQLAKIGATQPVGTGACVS
GDH-TPI inh = GDH-TPI coupled enzyme inhibition counter-screen. GDH-TPI coupled enzyme counterscreen, NADH absorbance. actives 1.2% (n = 360,000). inhibition, % at 4.8 µM; in the data active = inhibition above about 30%;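 note: 0% = DMSO wells and 100% = wells lacking the enzyme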
PrPC surface inh = inhibitors of human cell surface prion protein PrPC; actives 0.43% (n = 370,000); inhibition, % at 13.8 µM; TR-FRET read-out; P04156; in the data active = inhibition above about 24%; note: 0% = median of the test wells and 100% = reference compound wells
BoNT F protease = inhibitors of Botulinum neurotoxin F light chain protease | actives 0.22% (n = 360,000) | AID 588497 | Multiplex microsphere protease cleavage assay, flow cytometry | inhibition, % at 10 µM; in the data active = inhibition above about 35%, passing the limit was not always enough; inconclusive = no clear call, values can overlap the other calls; note: plate controls were buffer without enzyme for full effect and enzyme alone for no effect
Mtb FBA inh = inhibitors of M. tuberculosis fructose-bisphosphate aldolase; P9WQA3; purified M. tuberculosis FBA, fluorescence read-out; inhibition, % at 1 µM; actives 2.3% (n = 360,000); in the data active = inhibition above about 27%;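 note: 0% = vehicle and 100% = reference inhibitor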
Target sequence (P9WQA3 whole entry, looked up): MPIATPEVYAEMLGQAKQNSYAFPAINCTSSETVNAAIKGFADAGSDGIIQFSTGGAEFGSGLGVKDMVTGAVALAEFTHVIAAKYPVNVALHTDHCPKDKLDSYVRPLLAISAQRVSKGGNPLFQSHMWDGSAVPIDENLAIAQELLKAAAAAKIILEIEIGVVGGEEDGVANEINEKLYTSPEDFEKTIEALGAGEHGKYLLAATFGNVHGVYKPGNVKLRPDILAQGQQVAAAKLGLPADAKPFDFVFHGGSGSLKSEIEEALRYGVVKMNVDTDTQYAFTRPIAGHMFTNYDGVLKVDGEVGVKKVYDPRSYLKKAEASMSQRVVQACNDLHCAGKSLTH
FadD28 FP inh = M. tuberculosis FadD28 bisubstrate binding inhibition. AID 588549. actives 0.22% (n = 360,000). FadD28 bisubstrate probe binding, fluorescence polarization. inhibition, % at 12.5 µM; in the data active = inhibition above about 8.5%, passing the limit was not always enough; inconclusive = no clear call, values can overlap the other calls
Mtb UGM inh = Mtb UDP-galactopyranose mutase inhibition; P9WIQ1; purified UGM, fluorescence polarization probe displacement; inhibition, % at 10 µM; actives 0.06% (n = 320,000); in the data active = inhibition above about 10%, passing the limit was not always enough; inconclusive = no clear call, values can overlap the other calls
Mtb BioA inh = blocks M. tuberculosis BioA enzyme activity. purified M. tuberculosis BioA enzyme, plate reader. inhibition, % at 9.99 µM. actives 0.096% (n = 360,000); in the data active = inhibition above about 40%; inconclusive = no clear call, values can overlap the other calls
MazEF act = increases E. coli MazEF RNase cleavage of RNA | AID 504720 | P0AE70 | actives 0.32% (n = 350,000) | FAM/BHQ RNA-DNA oligo cleavage fluorescence, 5 h | activation, % at 20 µM; in the data active = activation above about 50%
Target sequence (P0AE70 whole entry, looked up): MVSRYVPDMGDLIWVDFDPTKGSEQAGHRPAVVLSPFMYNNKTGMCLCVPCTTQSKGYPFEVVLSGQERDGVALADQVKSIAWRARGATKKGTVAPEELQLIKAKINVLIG
* = called active by the depositor; u = inconclusive; x = not tested or not shown; + = active, no number; & = joins results of further samples. Not a hit list, and some 4.8% of all compounds hit somewhere here.

SMILES	Rv3671c inh	GDH-TPI inh	PrPC surface inh	BoNT F protease	Mtb FBA inh	FadD28 FP inh	Mtb UGM inh	Mtb BioA inh	MazEF act
CCn1c(CC(=O)Nc2ccc(F)cc2)nnc1SCC(=O)N1CCOCC1	0	-2	-3	0	5	2.0	-2.4	5.9	5
CCN(CC)CCNC(=O)c1ccc(Cl)c(S(=O)(=O)Nc2ccccc2OC)c1	0	3	-8	-6	-5	-0.8	-1.4	-2.6	9
N#C/C(=C\c1c[nH]c2ccc(Br)cc12)c1ccccn1	-6	15	-1	-18	6	-2.6	-1.8	-2.3	-8
Cc1ccc(C)n1-c1ccc(-c2nnco2)cc1	-5	12	x	-64	1	-0.5	8.6	-0.5	x
CC(C)c1ccc(Oc2cccc3c2S(=O)(=O)N(C2CCCC2)CC(COCc2ccccc2)O3)cc1 (stereo unspecified)	x	4	-4	-13	6	-1.8	x	-0.9	-7
CC1CCCC(C)N1C(=O)COc1ccc(C(=O)Nc2ccccc2N2CCOCC2)cc1 (stereo unspecified)	5	7	1	0	3	1.4	0.2	x	10
O=C(NC1CCCCC1)[C@@H]1CC=C[C@@H]2CCN(Cc3ccccc3)C(=O)[C@@H]21	-11	9	-2	-3	4	-0.3	2.4	-1.5	2
CCOC(=O)CNc1cccc(C(F)(F)F)c1	2	-3	9	3	-4	-4.6	-0.4	x	3
Cc1c(C)c2cc(Cl)c(O)c(CN(C)C)c2oc1=O	9	15	-3	4	+	-2.4	1.5	-3.0	-2
Cn1c(=O)c(=O)n(C)c2cc(S(=O)(=O)N3CCCCC3)ccc21	-3	-3	-2	-1	-1	-1.0	2.0	2.0	7
COc1ccc(O)c(C(=O)c2cnc3c(c2)c(=O)[nH]c(=O)n3C)c1	-5	9	-11	-8	3	-1.6	0.1	-2.3	-2
O=c1oc2c3c4c(cc2c2c1CCC2)OCCN4CCC3	-16	13	-30	u	97*	-0.7	-1.6	0.0	-129
CSc1ccccc1-c1nc(-c2ccncc2)no1	-3	-1	4	-20	2	0.6	2.1	-1.3	-7
O=S(=O)(c1ccc2ccccc2c1)N1CCN(Cc2ccccn2)CC1	15	-1	0	-8	0	-4.1	-1.5	x	-1
O=C(COC(=O)C1(c2ccccc2)CC1)NNC(=O)c1ccccc1	7	-9	-3	4	1	-3.9	-1.8	x	2
O=C(CC(NS(=O)(=O)c1ccc(Cl)cc1)c1ccco1)N1CCc2ccccc21 (stereo unspecified)	-12	-3	6	-3	-1	-3.4	0.2	-0.1	5
CC(=O)CCC(=O)OCC(=O)c1ccc(C(F)(F)F)cc1	7	1	2	-4	0	-1.1	1.3	0.1	-1
COc1ccc(/C=C(/NC(=O)c2ccc(C)cc2)C(=O)NCC2CCCO2)cc1 (stereo unspecified)	7	3	-1	2	2	-0.4	0.8	-0.3	0
CC1CCN(Cc2cc(=O)oc3cc4c(cc23)CCCC4)CC1	6	-3	10	18	5	-0.7	0.7	0.2	-2
CN=C1SC(CC(=O)Nc2c(C)cccc2C)C(=O)N1/N=C/c1cccs1 (stereo unspecified)	3	18	-5	2	-8	-3.2	0.7	x	-3
COc1cccc(OCCOCCN(C)CCO)c1	-1	6	-5	-7	0	0.2	1.4	0.9	0
Cc1cc(O)c(/C=N/Nc2cccc(Cl)c2)c(=O)o1	1	6	16	-1	-4	-3.8	x	x	-8
Cn1cccc1C(=O)NCc1ccc(Cl)cc1	0	1	-1	2	7	3.7	3.4	0.2	2
COc1cc(Cc2ccc(N)c(OC)c2)ccc1N	-6	6	12	-13	4	-1.5	-0.9	x	1
O=C(Nc1ccccc1)c1nc[nH]c1C(=O)NCc1ccccc1	-9	7	1	-8	-1	-4.9	0.3	-0.4	3

Shown field by field: entries from further up
Cc1cc(O)c(/C=N/Nc2cccc(Cl)c2)c(=O)o1
  Rv3671c inh: 1; GDH-TPI inh: 6; PrPC surface inh: 16; BoNT F protease: -1; Mtb FBA inh: -4; FadD28 FP inh: -3.8; Mtb UGM inh: x; Mtb BioA inh: x; MazEF act: -8
Cn1cccc1C(=O)NCc1ccc(Cl)cc1
  Rv3671c inh: 0; GDH-TPI inh: 1; PrPC surface inh: -1; BoNT F protease: 2; Mtb FBA inh: 7; FadD28 FP inh: 3.7; Mtb UGM inh: 3.4; Mtb BioA inh: 0.2; MazEF act: 2

Back to the main list; the five compounds before the break are reprinted first.
SMILES	Rv3671c inh	GDH-TPI inh	PrPC surface inh	BoNT F protease	Mtb FBA inh	FadD28 FP inh	Mtb UGM inh	Mtb BioA inh	MazEF act
COc1cccc(OCCOCCN(C)CCO)c1	-1	6	-5	-7	0	0.2	1.4	0.9	0
Cc1cc(O)c(/C=N/Nc2cccc(Cl)c2)c(=O)o1	1	6	16	-1	-4	-3.8	x	x	-8
Cn1cccc1C(=O)NCc1ccc(Cl)cc1	0	1	-1	2	7	3.7	3.4	0.2	2
COc1cc(Cc2ccc(N)c(OC)c2)ccc1N	-6	6	12	-13	4	-1.5	-0.9	x	1
O=C(Nc1ccccc1)c1nc[nH]c1C(=O)NCc1ccccc1	-9	7	1	-8	-1	-4.9	0.3	-0.4	3
N#Cc1ccc(CSc2nnc(Nc3ccccc3)s2)cc1	-9	11	-2	-4	3	-3.2	-1.0	-0.2	4
CCOc1ccccc1CNc1nc2nc3c(c(=O)n2[nH]1)CCC3	1	-4	-5	-5	7	-3.5	-0.3	-1.3	4
Cc1cccc(N2CCN(Cc3cc(=O)n4ccsc4n3)CC2)c1C	1	-4	3	-1	-4	-1.8	-1.6	-1.2	5
Cc1ccc(SCC(=O)n2nc(C)cc2C)cc1	-5	6	-3	1	-4	-1.5	2.9	x	-10
COc1ccc(NS(=O)(=O)c2ccc3c(c2)NC(=O)CC(=O)N3)cc1OC	5	3	12	-2	-1	-1.0	-1.0	-0.5	1
COc1ccc(C(=O)Nc2cc(OC)cc3cccnc23)cc1	-12	8	2	-13	2	0.2	5.2	2.2	-2
CC1(C(=O)NS(=O)(=O)c2ccc(C#N)cc2)CCN1C(=O)C1(c2ccc(Cl)cc2)CC1 (stereo unspecified)	x	10	6	-1	-1	-0.2	x	-0.8	x
COc1cccc2sc(Nc3nc(-c4ccncc4)cs3)nc12	2	38*	28*	-2	-1	2.1	-0.9	x	-5
CCCS(=O)(=O)NC(=O)C1(C)CCCN(C(=O)c2ccccc2C(F)(F)F)C1 (stereo unspecified)	x	4	1	-9	3	0.0	x	-0.8	x
CCCC(=O)Nc1ccc(Cl)c(NC(=O)c2ccc([N+](=O)[O-])cc2Cl)c1	3	8	-25	0	4	-1.6	0.0	x	-11
CC(=O)c1ccc(S(=O)(=O)NC2CC(=O)N(c3cccc(F)c3)C2)cc1 (stereo unspecified)	7	-4	6	-1	0	-3.3	4.1	x	0
COc1ccc(NC(=S)N(CCN(C)C)Cc2cccs2)cc1	5	12	-3	-1	-1	0.5	1.0	1.3	6
Cc1cc(=O)[nH]c(SCC(=O)Nc2ccccc2[N+](=O)[O-])n1	-1	14	-6	0	-1	-5.2	-1.8	-1.1	9
O=C(O)c1ccc2c(c1)C(=O)N(c1ccc(C(=O)OCC(=O)c3ccccc3)cc1)C2=O	2	1	14	-16	2	6.1	3.9	3.5	-3
O=C(O)c1ccc(CNCc2cccc(OCc3ccc(F)cc3)c2)cc1	-1	4	3	-19	6	-0.6	-0.4	-1.6	-1
Cc1ccc2nc(NC3=NC4(CCCC4)C4=C(CCCC4=O)N3)oc2c1	x	19	7	3	0	-1.2	x	-1.4	x
Cc1ccc(S(=O)(=O)N2CCN(C(=O)N(C)C)CC2)cc1C	-4	-6	4	-8	0	0.3	2.5	-1.5	-6
Cc1sc(NC(=O)c2ccco2)c(C(Nc2ccccn2)c2ccccc2)c1C (stereo unspecified)	1	-4	6	2	2	-1.8	1.1	x	8
Cc1ccc(N(CN2CCCC2=O)C(=O)c2ccc(OC(C)C)cc2)cc1	1	4	5	1	0	-2.9	-1.5	3.8	8
OCCC1CN(Cc2cccc(OC3CCCC3)c2)CCN1Cc1ccsc1 (stereo unspecified)	8	-4	2	-4	-2	-1.6	-1.8	x	-7
CC(C)(C)N1C(=O)[C@H]2[C@@H](c3ccc(Br)cc3)N3C(=O)N(c4cccc(Br)c4)C(=O)[C@@]3(Cc3ccccc3)[C@H]2C1=O	-27	6	x	7	-1	-0.1	3.2	-1.4	-11
C[C@@H]1CN([C@H](C)CO)C(=O)CCCn2nncc2CO[C@H]1CN(C)C(=O)Nc1ccnc(N2CCOCC2)c1	x	-2	5	-1	0	-2.7	x	-3.9&1.5	7
CCCC(=O)Nc1nnc(/C=C/c2ccc(OC)cc2)s1	-3	22	-3	-6	11	-3.8	-3.3	x	-5
O=C(CSc1nnc(Cc2ccccc2)o1)N1CCCC1	-2	16	1	0	-1	-1.7	0.4	x	3
CC(O)CCc1ccc(O)cc1 (stereo unspecified)	10	5	-7	-2	2	0.5	0.6	x	7
SMILES	Rv3671c inh	GDH-TPI inh	PrPC surface inh	BoNT F protease	Mtb FBA inh	FadD28 FP inh	Mtb UGM inh	Mtb BioA inh	MazEF act
CCOC(=O)N1CCC(NC(=O)c2cnn3cccnc23)CC1	0	5	-3	11	8	-0.8	2.8	-0.3	1
CC(C(=O)O)n1c2ccccc2c2cnn(C)c(=O)c21 (stereo unspecified)	x	13	20	-8	15	0.9	0.6	-1.2	9
CC(C)CC(NC(N)=O)C(=O)Nc1cccc([N+](=O)[O-])c1 (stereo unspecified)	10	-6	6	-3	-2	-2.2	0.7	x	1
COc1ccc(-c2csc(Nc3ccc(Oc4ccccc4)cc3)n2)cc1	x	x	6	-6	-5	-4.4	x	2.2	x
Cc1ccccc1NC(=O)Cc1nc(COC(=O)Cc2ccccc2)cs1	6	1	-5	0	3	-0.5	1.5	0.5	-2
COc1ccc(/C=N/N(C)c2cc(=O)n(C)c(=O)[nH]2)cc1OC	3	46*	1	-5	-2	0.7	-2.9	x	1
CCCCN(C(=O)c1cccc(-n2cnnn2)c1)c1c(N)n(CC(C)C)c(=O)[nH]c1=O	1	-3	5	-3	0	0.3	0.1	-1.0	5
COc1ccc(CCNC(=O)C(=O)NCC2CCCN2S(=O)(=O)c2ccccc2)cc1OC (stereo unspecified)	-8	9	-2	x	-1	-3.9	4.0	-0.5	0
CC(=O)N1CCN(Cc2nc3cc(NC(=O)c4cccc(Br)c4)ccc3n2C)CC1	-2	10	-7	-4	0	-1.4	-3.0	0.1	2
CC(C)CC(NC(=O)C1CCC(C)CC1)C(=O)Nc1ccc2c(c1)OCCO2 (stereo unspecified)	2	3	3	-12	4	0.3	-2.5	1.3	5
CN(C(=O)CC1C(=O)NCCN1CC1CCCCC1)C1CCOCC1 (stereo unspecified)	-2	2	-5	-2	12	-2.0	-1.3	-1.8	0
COc1cccc(NC(=O)Nc2cccs2)c1	0	-5	10	1	-2	0.5	1.8	x	-3
COc1ccc(CCCc2nnc(SCC(=O)Nc3cccc(C)c3)o2)cc1	4	-5	13	-6	-3	-2.9	-2.2	0.5	-3
CCC(=O)NC(=S)Nc1ccc(NC(=O)c2ccc([N+](=O)[O-])cc2Cl)cc1	8	2	-4	-5	0	2.2	0.4	-2.1	-5
CC(NCCOCCOc1ccccc1)c1ccccc1 (stereo unspecified)	-4	-2	2	-7	2	-0.2	3.1	x	-2
O=C1CC(SC(=Nc2ccccc2)Nc2ccccc2)C(=O)N1c1cccc(Cl)c1 (stereo unspecified)	2	-3	-2	2	0	-3.2	0.1	-2.2	14
Cc1ccc(NC(=S)c2ccccc2)cc1	-2	5	3	-2	-1	-4.6	-0.3	0.7	0
COc1ccc(-c2nc(CS(=O)CC(=O)NCc3ccc4c(c3)OCO4)c(C)o2)cc1 (stereo unspecified)	-1	-4	8	-4	1	-2.2	3.2	0.8	12
CCn1c(O)c(C(c2ccccn2)c2c(O)n(CC)c(=S)[nH]c2=O)c(=O)[nH]c1=S	-15	8	0	-4	0	-2.1	3.7	-0.3	9
C[C@@H]1CN([C@H](C)CO)C(=O)CCCn2nncc2CO[C@H]1CN(C)Cc1cccc(O)c1	x	-7	0	-2	0	-2.4	x	1.3&0.5	2
CCc1ccc(-c2cc(C)no2)cc1S(=O)(=O)N1CCN(c2ccccn2)CC1	-6	-4	-4	1	-2	-3.4	-1.6	2.5	8
CN(CCc1ccccn1)C1CC(=O)N(c2ccc(Cl)cc2)C1=O (stereo unspecified)	0	5	19	3	-1	0.2	-1.6	3.6	11
